p53 reactivation = qHTS assay for re-activators of p53 using a Luc reporter; AID 504706, 2011; actives 0.063% (n = 320,000); H1299 p53-A138V BP100-luciferase reporter, luminescence, 24 h; Potency, µM (top dose mostly 92.2 µM), for the others: top-dose activity change, positive = activation, actives largely listed as activators; note: potency is the fitted concentration of half-maximal effect; % of control where 0% means no effect; nearly all actives have a fitted effect of over 45% in size
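p53-null H1299 cells stably carrying temperature-sensitive p53-A138V and a BP100-luciferase reporter were pinned with compounds (4-point, 1:5 series) and held 24 hrs at 37 deg C. Luminescence was read 10 min after detection reagent.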
ELG1 genotoxic = qHTS screen for small molecules that induce genotoxicity in human embryonic kidney (HEK293T) cells expressing luciferase-tagged ELG1. HEK293T ELG1-luciferase reporter, luminescence, 16 h. Potency, µM (doses to about 46 µM), for inactives: at the highest dose activity change, positive = activation, hits mostly activators. actives 1.3% (n = 330,000). AID 504466, 2011; note: potency is the fitted concentration of half-maximal effect; % of control where 0% means no effect; nearly all actives have a fitted effect of over 60% in size
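Cells (2,000/well) expressing the ELG1-luciferase fusion are dosed by pin tool and kept 16 hr at 37 °C, 5% CO2. Signal comes from ONE-Glo luciferase reagent after 30 min at room temperature.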
B2AR arrestin = qHTS assay of beta-arrestin-biased ligands of beta2-adrenergic receptor | beta-arrestin recruitment to beta2AR, cell-based reporter | actives 0.02% (n = 330,000) | Potency, µM (highest dose often 46.1 µM), without a hit: at the highest dose activation, hits mostly activators | Beta-2 adrenergic receptor (Homo sapiens), P07550;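 note: potency is the fitted concentration of half-maximal effect; 0% = DMSO controls and full agonism = EC100 isoproterenol or metaproterenol; nearly all actives have a fitted effect of over 65% in size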
USP2a inh = qHTS Assay for Inhibitors of Ubiquitin-specific Protease USP2a Using CHOP2 as the Reporter; USP2 core, Ub-CHOP2 coupled fluorogenic reporter, 485/531; Potency, µM (titrated, usually from 38.3 µM), for the others: top-dose activity change, negative = inhibition, actives largely listed as inhibitors; actives 0.01% (n = 330,000);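 note: potency is the fitted concentration of half-maximal effect; plate controls were DMSO wells for no effect and full inhibition by NEM control for full effect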
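USP2 core (10nM final) preincubated 30min RT with compound in 20mM Tris-HCl pH 8.0, 2mM CaCl2, 2mM beta-mercaptoethanol, 0.05% CHAPS; 25nM Ub-CHOP2 plus 25nM reporter substrate added, fluorescence (Ex485/Em531) read after 60min.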
PTAP TSG101 blk = qHTS Assay for Iinhibitors of HIV-1 Budding by Blocking the Interaction of PTAP/TSG101; Tumor susceptibility gene 101 protein (Homo sapiens), Q99816; Fluorescence polarization, FITC-PTAP peptide / Tsg101 binding; Potency, µM (doses to about 115 µM), inactives show at the highest dose activity change, negative = inhibition, actives largely listed as inhibitors; 340,000 tested, under 10 active; AID 493005, 2010; active = well fitted inhibition curve with a large enough effect in the main read-out, with a control signal flat, not every such curve was filed as active; inconclusive = small, poorly fitted or top-dose-only effect, or effect the other way, or a change in a side signal; inactive = no such curve, though single readings can be large or run the other way; note: potency is the fitted concentration of half-maximal effect; % of control where 0% means no effect
Target sequence (Q99816 whole entry, looked up): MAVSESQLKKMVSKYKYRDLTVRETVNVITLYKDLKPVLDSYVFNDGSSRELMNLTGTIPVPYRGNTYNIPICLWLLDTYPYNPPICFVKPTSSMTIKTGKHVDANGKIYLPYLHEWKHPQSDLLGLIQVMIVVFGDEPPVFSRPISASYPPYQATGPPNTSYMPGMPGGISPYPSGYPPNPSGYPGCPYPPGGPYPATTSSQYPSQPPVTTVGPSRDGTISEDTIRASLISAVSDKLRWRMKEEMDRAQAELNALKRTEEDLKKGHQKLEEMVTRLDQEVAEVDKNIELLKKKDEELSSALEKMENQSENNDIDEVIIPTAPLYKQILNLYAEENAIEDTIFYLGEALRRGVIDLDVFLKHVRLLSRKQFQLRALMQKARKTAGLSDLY
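Steps: Tsg101 binding domain dispensed (10 uM final), compounds pinned in DMSO, FITC-labeled PTAP-motif peptide added (50 nM final); after 20 min binding at room temperature, polarization measured.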
uPA generation = qHTS for Inhibitors of Cell Surface uPA Generation; cell surface uPA generation assay, qHTS; Potency, µM (titrated, usually from 38.3 µM), for inactives: at the highest dose activity change, negative = inhibition, hits mostly inhibitors; actives 0.31% (n = 330,000); active = well fitted inhibition curve with a large enough effect; inconclusive = small, poorly fitted or top-dose-only effect; inactive = no such curve, though single readings can be large or run the other way; tested in mouse RAW 264.7 cells; note: potency is the fitted concentration of half-maximal effect; % is set by controls: 0 for no effect and ±100 for the full control effect; nearly all actives have a fitted effect of over 55% in size
Integrin act MD = qHTS for Activators of Integrin-Mediated Alleviation for Muscular Dystrophy. alpha7betagal myoblasts, beta-gal FDG fluorescence, 48 h. Potency, µM (series often up to 38.3 µM), for inactives: at the highest dose activation, usual class: activators. actives 0.064% (n = 350,000). AID 624291, 2012;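 note: potency is the fitted concentration of half-maximal effect; 100% = response of the positive control SU9516; nearly all actives have a fitted effect of over 60% in size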
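Alpha7betagal+/- myoblasts (passage 13) were plated 16-24 hr, then exposed to compounds (1:260 dilution of DMSO stock) for 48 hours at 37C. After MPER lysis, β-galactosidase reporter activity was read as FDG fluorescence (ex 480/em 540) after 30 minutes.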
ASM inhibitor = Inhibitors of Secretory Acid Sphingomyelinase (S-ASM): qHTS | Sphingomyelin phosphodiesterase (Homo sapiens), P17405 | placental ASM, HMU-PC fluorogenic substrate, 60 min | Potency, µM (highest dose often 57.5 µM), inactives show top-dose activity change, negative = inhibition, most hits filed as inhibitors | actives 0.006% (n = 340,000); note: potency is the fitted concentration of half-maximal effect
Target sequence (P17405 47-631 limits assumed): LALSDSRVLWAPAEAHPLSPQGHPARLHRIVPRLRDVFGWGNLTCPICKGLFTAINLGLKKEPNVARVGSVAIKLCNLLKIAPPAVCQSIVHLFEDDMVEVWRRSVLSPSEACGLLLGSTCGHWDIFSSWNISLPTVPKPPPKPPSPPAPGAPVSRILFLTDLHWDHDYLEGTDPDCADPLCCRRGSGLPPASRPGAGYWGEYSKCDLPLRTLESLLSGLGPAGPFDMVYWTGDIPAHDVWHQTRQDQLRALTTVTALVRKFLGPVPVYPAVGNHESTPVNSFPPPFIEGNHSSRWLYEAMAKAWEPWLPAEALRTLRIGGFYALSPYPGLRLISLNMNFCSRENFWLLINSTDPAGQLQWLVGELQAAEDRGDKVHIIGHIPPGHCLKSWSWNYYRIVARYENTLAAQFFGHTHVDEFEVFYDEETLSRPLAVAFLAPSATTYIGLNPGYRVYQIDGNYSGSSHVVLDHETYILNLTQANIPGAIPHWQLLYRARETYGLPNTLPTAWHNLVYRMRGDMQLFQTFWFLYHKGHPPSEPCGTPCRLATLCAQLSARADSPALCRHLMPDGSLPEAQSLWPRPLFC
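Fluorescence read-out (Ex 386 nm, Em 447 nm) after stopping the reaction at pH 10. Enzyme: ASM from human placenta; substrate HMU-PC0, 9 uM final; 60 min, 37 °C. Compound preincubation 10 min, ambient temperature.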
TRPV1 agonist = HTS Assay for Compounds that Act as Agonists of the Vanilloid Receptor 1. activation, % at 8.33 µM. AID 540275, 2011. actives 0.19% (n = 320,000). TRPV1-expressing cells, Fluo-8 calcium influx, agonist mode. Transient receptor potential cation channel subfamily V member 1 (Homo sapiens), Q8NER1; in the data active = activation above about 80%; inconclusive = between about 30% and that limit; note: 0% is about no effect
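Fluo-8 calcium influx in TRPV1-expressing cells, kinetic read (ex 480/em 520 nm). Compound added and read 3 min for agonist activity, followed by capsaicin at EC20 final and 2 min further read for enhancement.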
BRCA1 expr up = qHTS Assay to Identify Small Molecule Activators of BRCA1 Expression | actives 1.1% (n = 380,000) | Potency, µM (highest dose often 46.1 µM), without a hit: top-dose activation, most hits filed as activators | MCF7-BRCA1-FFLuc reporter, luminescence, 48 h; response scale: scaled: vehicle 0%, 10 µM genistein 100%; note: potency is the fitted concentration of half-maximal effect; nearly all actives have a fitted effect of over 80% in size; some results filed as inactive show a strong effect at the top dose
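Reporter cells (MCF7, BRCA1 promoter-firefly luciferase) received library compounds across a concentration series for 48 h. End-point luminescence was measured and concentration-effect curves derived after normalization.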
Eya2 inh = qHTS Assay for Inhibitors of the Phosphatase Activity of Eya2; Protein phosphatase EYA2 (Homo sapiens), O00167; recombinant Eya2, OMFP fluorescence dephosphorylation (OMFP is methylfluorescein phosphate); Potency, µM (highest dose often 76.9 µM), for the others: at the highest dose activity, negative = inhibition, usual class: inhibitors; actives 0.006% (n = 330,000); AID 488837, 2010; note: potency is the fitted concentration of half-maximal effect; % is set by controls: 0 for no effect and ±100 for the full control effect
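Eya2 protein (added as 0.2 uM solution) was preincubated with compound for 10 min at ambient temperature in 50 mM HEPES pH 7.5, 50 mM NaCl, 5 uM MgCl2, 0.05% BSA, 1 mM DTT. OMFP (added at 50 uM) then reacted 10 min; fluorescence read at 485/525 nm.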
The depositor's hits bear a star; ? = inconclusive; . = not tested or not shown; [ ] = remark or other dose. Unless noted, calls come from the whole dose curve; as a rule, active = well fitted curve in the direction sought with a large enough effect; inconclusive = small, poorly fitted or top-dose-only effect, or another doubt; inactive = no such curve, though single readings can be large; an effect the other way counts as inactive or inconclusive.

entry	molecule	p53 reactivation	ELG1 genotoxic	B2AR arrestin	USP2a inh	PTAP TSG101 blk	uPA generation	Integrin act MD	ASM inhibitor	TRPV1 agonist	BRCA1 expr up	Eya2 inh
1	COc1ccc(NC(=O)Nc2ccc(Cc3ccncc3)cc2)c(OC)c1	-12%	-5%	-0.1%	3%	-2%	1%	-7%	5%	8	10%	-9%
2	COc1cc(OC)c2c(-c3cccc(-c4cccc(C)c4)c3)cc(=O)oc2c1	8%	-1%	0.0%	0%	-2%	3.2µM*	9%	-4%	.	-35%	-5%
3	COc1ccc2[nH]c(=O)c(CN(CCc3cccc(C)c3)C(C)=O)cc2c1	-4%	0%	0.3%	2%	-1%	-7%	12%	25%	?	-26%	7%
4	CCOC(=O)[C@H]1[C@H]2COc3ccc(OC)cc3[C@@H]2N2C(=O)CN(Cc3ccccc3)C(=O)[C@@]12C	-13%	-1%	-0.8%	1%	3%	9%	8%	9%	3	6%	-6%
5	Nc1nnc(CC(=O)N/N=C/c2ccc(-c3cccc(C(=O)O)c3)o2)s1	?	8%	0.5%	-1%	-5%	4%	27%	9%	2	?	3%
6	Cc1cccc(COC(=O)Nc2ccc(NC(=O)c3ccccc3Cl)cc2)c1	.	-2%	-0.1%	0%	-1%	-9%	24%	-6%	1	25%	-16%
7	COc1ccc(OC)c(/C=C/C(=O)c2ccc(Cl)cc2)c1	-29%	1%	0.3%	2%	-5%	.	-54%[inhibitor]	-6%	2	-36%	2%
8	O=c1c2c3c(sc2ncn1/N=C/c1ccco1)CCCC3	20%	7%	0.0%	0%	-6%	-1%	-1%	-2%	4	18%	-1%
9	COC(=O)c1cc(OC)c(OC)cc1NC(=O)C1CCCO1 (configuration not stated)	9%	3%	0.0%	4%	-9%	.	2%	0%	2	-2%	7%
10	Cc1cccc(C)c1NC(=O)CN(C)C(=O)c1cccc(NS(=O)(=O)c2ccccc2)c1	-3%	2%	-0.1%	-1%	1%	-2%	16%	-4%	0	-5%	14%
11	COc1cccc(Nc2nc(N)nc(-c3oc4ccccc4c3C)n2)c1	11%	3%	-0.5%	2%	-5%	.	8%	16%	-2	-44%	-19%
12	O=C(NC1CCCC1)C(c1ccc(F)cc1)N(Cc1ccccc1)C(=O)c1csnn1 (configuration not stated)	-3%	-5%	-0.8%	9%	-6%	-6%	0%	0%	21	-24%	4%
13	COc1ccc(S(=O)(=O)N2CC=C(C(=O)NC3CCCC3)CC2)cc1	0%	-1%	-1.1%	1%	0%	1%	6%	-3%	1	5%	0%
14	CN(C)c1cc[n+](CC(=O)Nc2ccccc2C(F)(F)F)cc1	.	-2%	-0.6%	0%	-1%	3%	-8%	0%	-1	1%	11%
15	CCOc1ccc(CCNC(=O)COC(=O)c2ccc[nH]c2=O)cc1OCC	-5%	3%	-1.7%	1%	-2%	8%	22%	0%	.	0%	-16%
16	CCn1nc(NC(=O)c2cccnc2)c2cc3cccc(C)c3nc21	0%	-6%	0.4%	-1%	1%	0%	15%	155%[activator]	12	-3%	6%
17	COC(=O)c1c(NC(=O)CSc2nnnn2-c2ccccc2)sc2c1CCC(C)C2 (configuration not stated)	-1%	-5%	-0.6%	-2%	-8%	16%	6%	-3%	2	-25%	3%
18	CCCNC(=O)NC(=O)CSc1nnc(-c2c[nH]c3ccccc23)o1	0%	-2%	-0.2%	4%	-4%	-2%	-5%	-2%	2	-1%	0%
19	CCOC(=O)C(=Cc1ccc(-c2ccsc2C(=O)OC)o1)C(=O)OCC	6%	-11%	0.8%	0%	-6%	-8%	-62%[inhibitor]	31%[activator]	5	-62%	-14%
20	CCOc1ccc(/C=N/NC(=O)c2cc3c(OC)cc(OC)cc3[nH]2)cc1OC	-5%	-9%	-0.2%	2%	-4%	-9%	-48%[inhibitor]	224%[activator]	-1	-67%	12%
21	O=C(Nc1ccccc1C(=O)N1CCCC1)c1ccccc1	16%	-1%	0.1%	1%	-6%	4%	?	1%	-2	1%	4%
22	NC(=S)N/N=C/C=C/c1ccccc1	15%	-1%	-1.8%	2%	0%	-6%	-16%	1%	2	33%	1%
23	CCCSc1nc2c(cnn2-c2ccc(C)c(C)c2)c(=O)[nH]1	2%	11%	0.1%	1%	1%	-11%	-8%	3%	1	-7%	-13%
24	CCCOc1ccc(-c2cn3ccccc3n2)cc1[N+](=O)[O-]	?	?	0.1%	3%	-5%	-13%	10%	-5%	?	?	1%
25	COc1ccc(OC)c2[nH]c(=O)c(CCNC(=O)COc3ccccc3)cc12	1%	0%	-0.1%	2%	-10%	1%	11%	1%	-2	-1%	-5%
26	CC1C(=O)N2CCCc3cc(NC(=O)CC(C)(C)C)cc1c32 (configuration not stated)	-6%	7%	0.1%	2%	-1%	3%	?	-2%	-2	-37%	-6%
27	O=C(COc1ccc(Cl)cc1Br)Nc1nnc(C2CC2)s1	13%	7%	0.6%	1%	-2%	25%	?	3%	-1	17%	9%
28	O=C1N/C(=C/c2cccs2)C(=O)N1Cc1ccc(F)cc1	11%	15%	0.3%	0%	-5%	-2%	-14%	9%	4	-20%	0%
29	O=C(C1CCCN(S(=O)(=O)c2ccccc2)C1)N1CCN(c2ccc(F)cc2)CC1 (configuration not stated)	-10%	-9%	5.4%	1%	0%	-4%	-23%	-1%	-4	-3%	-1%
30	CCc1ccc(-c2n[nH]c(=O)c3ccccc23)cc1	1%	0%	-0.6%	2%	-4%	1%	-13%	5%	-1	9%	2%
31	CC(=O)c1ccc(-c2ccc(/C=C(/Sc3n[nH]c(C)n3)C(=O)O)o2)cc1	-1%	1%	0.0%	4%	-3%	3%	-16%	-7%	-1	-22%	8%
32	CC(=O)Nc1c(NC(=O)CC#N)[nH]c2c(c1=O)c(=O)n(C)c(=O)n2C	-1%	-1%	-0.9%	0%	-8%	2%	?	7%	-4	-1%	-9%
33	Cc1cccc(NC(=O)c2ccc(C3SCC(=O)N3CCc3ccccc3)cc2)c1C (configuration not stated)	-1%	-22%	0.2%	-17%	-7%	-3%	14%	-2%	-1	-64%	15%
34	O=CN1Cc2[nH]c3ccccc3c2N(c2ccc(Cl)cc2)C1=O	10%	3%	0.2%	4%	-2%	3%	10%	1%	2	-4%	30%[15.4 µM]
35	O=C(c1ccc(N2CCCC2=O)cc1)N1CCN(c2ccccc2O)CC1	-8%	-7%	0.1%	0%	-11%	-3%	0%	-2%	0	-9%	-6%
36	N#Cc1c(N)sc2c1CCCCCC2	4%	-4%	-0.5%	4%	1%	.	20%	-1%	-2	-15%	-3%
